Screening data: PubChem, National Center for Advancing Translational Sciences (NCATS)
TDP1 cell CPT: growth inhibition of DT40 Tdp1-/-;hTDP1 cells with camptothecin (screen for TDP1 inhibitors); chicken DT40 Tdp1-/-;hTDP1 cells + 20 nM CPT, ATP luminescence, 48 h; Potency, µM (titrated, usually from 46.2 µM), inactives show at the highest dose activity change, negative = growth inhibition, hits mostly inhibitors; hit rate 12% among 420,000; AID 686979; note: nearly all actives have a fitted effect of over 55% in size
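Chicken DT40 Tdp1-/- cells stably complemented with human TDP1 were seeded at 400 cells/well in medium containing 20 nM camptothecin, exposed to pin-transferred compounds, and grown at 37 °C for at least 48 hr. Viability was read as ATP luminescence.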
TDP1 cell noCPT: qHTS for Inhibitors of human tyrosyl-DNA phosphodiesterase 1 (TDP1): qHTS in cells in absence of CPT; Potency, µM (highest dose often 46.2 µM), without a hit: top-dose activity change, negative = growth inhibition, most hits filed as inhibitors; DT40 Tdp1-/- hTDP1 cells, no CPT, ATP luminescence, 48 h; hit rate 15% among 420,000; note: nearly all actives have a fitted effect of over 55% in size
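Seeded 400 DT40-hTDP1 cells/well (vehicle DMSO, no 20 nM CPT); pinned compounds; ≥48 hr at 37 °C; CellTiter-Glo luminescence as viability measure.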
GCN5L2 inh: GCN5L2 (KAT2A) acetyltransferase inhibition; Q92830; GCN5L2 HAT assay, ThioGlo1 CoA-SH fluorescence; Potency, µM (top dose mostly 58.9 µM), without a hit: top-dose activity change, negative = inhibition, hits mostly inhibitors; hit rate 0.21% among 390,000
Target sequence (Q92830 whole entry, looked up): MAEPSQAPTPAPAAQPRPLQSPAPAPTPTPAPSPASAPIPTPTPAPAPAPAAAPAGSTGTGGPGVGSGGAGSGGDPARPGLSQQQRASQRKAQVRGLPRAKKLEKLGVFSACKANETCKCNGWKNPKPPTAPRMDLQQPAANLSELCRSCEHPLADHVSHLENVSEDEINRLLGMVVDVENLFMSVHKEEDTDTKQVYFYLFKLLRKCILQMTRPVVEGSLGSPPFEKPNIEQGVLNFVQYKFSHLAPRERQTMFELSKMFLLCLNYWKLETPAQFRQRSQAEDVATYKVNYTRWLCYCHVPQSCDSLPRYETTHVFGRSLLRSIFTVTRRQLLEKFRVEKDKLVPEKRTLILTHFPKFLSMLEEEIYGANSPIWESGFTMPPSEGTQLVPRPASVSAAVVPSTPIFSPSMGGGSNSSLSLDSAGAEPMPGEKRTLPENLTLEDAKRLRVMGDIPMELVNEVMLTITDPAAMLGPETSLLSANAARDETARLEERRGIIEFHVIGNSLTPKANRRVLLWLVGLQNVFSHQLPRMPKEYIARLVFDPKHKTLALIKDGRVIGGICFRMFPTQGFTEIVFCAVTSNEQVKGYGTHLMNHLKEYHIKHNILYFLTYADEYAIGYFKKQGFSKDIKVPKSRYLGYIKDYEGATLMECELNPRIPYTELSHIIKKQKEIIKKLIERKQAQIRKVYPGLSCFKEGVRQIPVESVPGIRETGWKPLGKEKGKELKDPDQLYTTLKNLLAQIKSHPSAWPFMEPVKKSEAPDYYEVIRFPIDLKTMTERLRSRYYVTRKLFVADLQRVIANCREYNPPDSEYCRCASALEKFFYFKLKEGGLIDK
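ThioGlo1-coupled HAT assay: 20nM GCN5L2, 70uM acetyl-CoA, 75uM H3(1-25) peptide, pH 7.5. Fluorescence read at 340/540nm at start and after 20 min at room temperature.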
Numbers without * were called inactive; u = inconclusive; x = no result given; & = joins results of further samples; [ ] = remark or other dose. Calls come from the whole dose curve; as a rule, active = well fitted curve in the direction sought with a large enough effect; inconclusive = small, poorly fitted or top-dose-only effect, or another doubt; inactive = no such curve, though single readings can be large; an effect the other way counts as inactive or inconclusive. % is set by controls: 0 for no effect and ±100 for the full control effect; potency is the fitted concentration of half-maximal effect. Not all compounds are listed. The share of hits here may be higher or lower than overall.

Structure,TDP1 cell CPT,TDP1 cell noCPT,GCN5L2 inh
OC(c1ccc2c(c1)OCO2)c1ncc(-c2ccc(Cl)cc2)[nH]1 (stereo unspecified),u,u,x
O=C(COc1cccnc1[N+](=O)[O-])Nc1cc(Cl)ccc1Cl,5%,-3%,-3%
CC(C)N1CC2(CC(c3ccccc3F)=NO2)CN1C(=O)c1ccco1 (stereo unspecified),-2%,-9%,x
COC[C@H](NS(=O)(=O)c1ccc(Br)cc1F)[C@@H](O)c1ccccc1,u,u,x
CCOc1ccc(C(=O)SC2=NCCS2)cc1,-13%,-10%,0%
O=C(CSC1=NCCN1)C1COc2ccccc2O1 (stereo unspecified),18µM*,u,-7%
O=C(CN1CCOCC1)Nc1cccc(Br)c1,-14%,-6%,-6%
CS(=O)(=O)N1CCc2cc(C(=O)N3CCN(c4ccccc4F)CC3)ccc21,u,u,-26%&-2%
CN1CCN(NC(=O)Nc2cc(Cl)cc(Cl)c2)CC1,u,u,-3%
C=CCn1c(SCC(=O)Nc2cc(C)on2)nnc1-c1ccncc1,0%,-1%,x
O=C(CCS(=O)(=O)c1ccccc1)Nc1ccccc1N1CCOCC1,1%,6%,-6%
CCCNc1c(NC(=O)c2cccs2)c(=O)oc2ccccc12,-24%,4%,-2%
CC1CCN(C(=O)Cn2c(SCC(=O)Nc3ccc(F)cc3)nc3ccccc32)CC1,u,u,-1%
CCC(C)C(Nc1ncnc2scc(-c3ccccc3)c12)C(=O)O (stereo unspecified),-1%,-10%,1%
CN(C)CC(=O)c1c(N)n(Cc2ccccc2)c(=O)n(C)c1=O,11%,2%,-4%
Cn1nnc(NCc2cc(Br)ccc2OCc2ccccc2F)n1,-29%,-10%,-7%
CN1C(=O)/C(=C2/C=Cc3ccccc3N2CCCS(=O)(=O)O)SC1=S,-1%,1%,-1%
O=C(Nc1ccccc1C(=O)OCc1cc(=O)n2nc(C3CC3)sc2n1)c1cccc(F)c1,-8%,0%,27%
Cc1ccc(CNC(=O)c2ccc3c(c2)S(=O)(=O)c2ccccc2C3=O)cc1,u,6%,x
O=C(CSc1nc2c([nH]c3ccccc32)c(=O)n1-c1ccccc1)NCc1ccc(F)cc1,u,u,-2%
[N-]=[N+]=NC[C@H](Cc1ccccc1)N1CC[C@@H](OCc2ccccc2)CCC1=O,u,u,-2%
Cn1nnc2cc(C(=O)NC3CC3)ccc21,-5%,-13%,x
CC(NC(=O)CN(C)Cc1ccc(Br)cc1)c1ccccc1 (stereo unspecified),-13%,-27%,-15%
CC(C)(C)c1nc(NCCN2CCOCC2)c2nnn(Cc3ccccc3Cl)c2n1,10µM*,10µM*,-8%
COc1ccc(S(=O)(=O)N2CCOCC2)cc1NC(=O)CCc1nc2ccccc2c(=O)[nH]1,u,7%,-1%
COc1ccccc1N1CCN(C(=O)C(=O)c2cn(CC(=O)N3CCOCC3)c3ccccc23)CC1,-1%,25%,2%
CN(C)c1ccc(NC(=O)c2cn(-c3ccccc3)nc2-c2cccs2)cc1,3%,u,-5%
Cn1c(=O)c2c(-c3ccccc3)n3c(c2n(C)c1=O)C(c1cccc([N+](=O)[O-])c1)Nc1ccccc1-3 (stereo unspecified),13µM*,u,-10%
CCOC(=O)C(C(=O)OCC)C1OC(=O)c2cc3c(cc21)C(=O)OC3C(C(=O)OCC)C(=O)OCC (stereo unspecified),u,-11%,-2%
Nc1cccc2[nH]cnc12,-5%,0%,x
CC1CCCC(C)N1C(=O)COC(=O)CSc1ccc([N+](=O)[O-])cc1 (stereo unspecified),u,u,-11%
Cc1cc2c(ccc3c2no[n+]3[O-])nn1,-2%,-17%,0%
COc1ccc(S(=O)(=O)N2CCCCCC2)cc1NC(=O)Cc1cccc(C(F)(F)F)c1,u,u,x
COc1cccc2cc(C(=O)Nc3ccccc3C(=O)N3CCOCC3)oc12,3%,u,-2%
Cc1cccc(CCNS(=O)(=O)c2ccc3c(c2)oc(=O)n3C)c1,-22%,11%,-3%
CN(C)CCCN(C(=O)c1cccs1)c1nc(-c2ccccc2)cs1,u,u,-3%
O=C(N[C@@H]1CCC(=O)N(CC[C@H](Oc2ccccc2)c2ccccc2)CC1)OCc1ccccc1,15µM*,u,-4%
CCN(CC(=O)Nc1ccc(NC(C)=O)cc1)C(=O)/C=C/c1ccco1,-28%,0%,-3%
Cc1nn(-c2ccccc2)c(C)c1/C=N\NS(=O)(=O)c1ccc(Cl)cc1,-27%,-14%,0%
CN(C(=O)/C=C/c1ccc([N+](=O)[O-])s1)c1ccccc1,10µM*,5.2µM*,-10%
O=[n+]1c2c(n([O-])c3c1CCCC3)CCCCC2,4%,9%,1%
Cc1ccc(N2CC(C(=O)Nc3ccc(S(=O)(=O)N4CCCC4)cc3)CC2=O)cc1C (stereo unspecified),-24%,u,-3%
O=C(NCc1nc2ccccc2[nH]1)c1ccco1,2%,9%,3%
CCOC(=O)C1CCCN(S(=O)(=O)c2ccc3c4c(cccc24)C(=O)N3CC)C1 (stereo unspecified),u,u,-20%
NCCCC(O)(P(=O)(O)O)P(=O)(O)O,-24%&-4%,-12%&-7%,-3%&17%&-20%
Cn1c(N)c(C(=O)COC(=O)C2CC(O)CN2S(=O)(=O)c2ccc(Cl)cc2)c(=O)n(C)c1=O (stereo unspecified),-5%,u,18%
CCC1C(=O)C[C@H]2CCN3C(=O)CCCC1C23 (stereo partly specified),0%,9%,-3%
CC1CCN(S(=O)(=O)c2cn(CC(=O)Nc3ccc(OC(F)(F)F)cc3)cn2)CC1,8%,27%,-5%
CC1Cc2ccccc2N1C(=O)COC(=O)c1c2c(nc3ccccc13)CCCCC2 (stereo unspecified),8.2µM*,12µM*,-13%
COc1ccc(N(C)S(=O)(=O)c2cccc(C(=O)NCC(c3cccs3)N(C)C)c2)cc1 (stereo unspecified),u,-26%,-4%
Cc1ccc(N2C(=O)C3C(c4ccccc4)(C2=O)C3(c2ccccc2)c2ccccc2)cc1 (stereo unspecified),u,13µM*,-1%
C=C(C)CN1CCN(S(=O)(=O)c2ccc(C)c(N(C)S(=O)(=O)c3ccc(C)cc3)c2C)CC1,23µM*,10µM*,-10%
CC1=C(C(=O)N(C)C)CC(CC(=O)NCCCN(C)C)C(=O)N1Cc1ccc(C(C)(C)C)cc1 (stereo unspecified),-6%,1%,x
Cn1nc(C(C)(C)C)cc1C(=O)N1CCC(C)(C(=O)NS(=O)(=O)C2CC2)C1 (stereo unspecified),-19%,-16%,x
CCCC(=O)NC(NC(=S)Nc1c(C)n(C)n(-c2ccccc2)c1=O)C(Cl)(Cl)Cl (stereo unspecified),u,29µM*,2%
Cc1cccc(-n2c(O)c(/C=N/NC(=O)c3ccccc3Cl)c3ccccc3c2=O)n1,u,u,-4%

(further entries)
Structure,TDP1 cell CPT,TDP1 cell noCPT,GCN5L2 inh
O=C(COC(=O)c1cnccn1)c1ccc(C2CCCCC2)cc1,-9%,-10%,-7%
Cc1nc(C)c(-c2csc(Nc3ccc(Cl)cn3)n2)s1,18µM*,u,x
CCOC(=O)c1ccc(NCc2nc3ccccc3n2C)cc1,u,u,-6%
COc1ccc(F)cc1S(=O)(=O)NCCCn1ccnc1,28%,4%,-2%
CC(C)n1c(=O)c2ccccc2n1Cc1cn(-c2ccccc2)nn1,-12%,u,x
CCN1C(c2ccc(F)cc2)=CS/C1=C(\C#N)c1nnc2n1-c1ccccc1SC2,u,u,-7%
CC1CCCCN1C(=O)Cn1c(=O)n(-c2ccc(F)cc2)c(=O)c2sccc21 (stereo unspecified),4%,28%,-8%
O=C(CSc1ccccc1)Nc1ccc(N2CCOCC2)c(F)c1,-19%,-5%,-2%
CN(CCC1CCCCO1)C(=O)CCc1nnc(Cc2c[nH]c3ccccc23)o1 (stereo unspecified),-19%,-19%,-2%
Cc1ccnc(SCC(=O)c2ccc(Br)cc2)c1C#N,u,21µM*,-2%
CCCn1c(SCC(=O)NCCc2ccc(OC)c(OC)c2)nc2c1c(=O)n(C)c(=O)n2C,-27%,-9%,-6%
Cn1cc(SCC(N)=O)c2ccccc21,-17%,-3%,2%
COc1cc(C2CC(=O)Oc3cc(OC)c(OC)c(OC)c32)cc(OC)c1OC (stereo unspecified),-8%,-16%,-1%
O=C(c1nn2cccnc2c1Cl)N1CCN(c2ccccc2)CC1,7%,-2%,-5%
O=C1CN(C(=O)Cc2ccc(F)cc2)C(c2ccccc2)c2cc(Cl)ccc2N1 (stereo unspecified),15µM*,18µM*,-6%
O=S1(=O)CCO[C@H]2Cc3ccccc3[C@H]2N1Cc1cccc(Cl)c1,u,18µM*,-9%
Cn1c(-c2sccc2OCc2ccccc2)n[nH]c1=S,-29%,u,35%[activator]
Cc1cc(C(=O)Nc2ccc(F)cc2)c2ccccc2n1,3%,-5%,2%
Cn1c(=O)n(C)c2cc(NC(=O)CCl)ccc21,10µM*,12µM*,-1%
CCN(C[C@H]1N[C@@](C)(C(=O)OC)[C@H]2C(=O)N(C)C(=O)[C@@H]12)S(=O)(=O)c1ccc(C)cc1,5%,-10%,4%
O=C(OC1CCCCC1=O)c1ccc(S(=O)(=O)Nc2ccccc2)cc1 (stereo unspecified),-26%,-19%,-4%
COc1cccc(N2CC(C(=O)Nc3nnc(SCCN4CCOCC4)s3)CC2=O)c1 (stereo unspecified),-1%,8%,-3%
CN(C(=O)COC(=O)CNC(=O)c1ccc(Cl)cc1Cl)c1ccccc1,3%,-12%,-8%
O=C(Nc1ccc(N2CCOCC2)cc1)C1CCCCC1,3%,-26%,x
CCCCNC(=O)[C@H]1C[C@H]1[C@@H](O)[C@H](CO)NC(=O)[C@H](COCc1ccccc1)NC(=O)OC(C)(C)C,-20%,-3%,-4%
O=C(C1CCN(S(=O)(=O)N2CCC3(CC2)OCCO3)CC1)N1CCC(Cc2ccccc2)CC1,u,u,-32%
N/C(=N\O)c1ccncc1,-1%,-7%,-1%
CCOc1cc(/C=C/c2ccc3cccc([N+](=O)[O-])c3n2)ccc1O,u,18µM*,-7%
CCC(=O)OC1(C)C(=O)C=C2C=C(c3ccsc3)OC=C2C1=O (stereo unspecified),u,-24%,-17%
COc1ccc(NC(=O)c2cccc(N3C(=O)NC4CC3(C)Oc3ccccc34)c2)cc1 (stereo unspecified),u,u,1%
CC(C)(C)c1ccc2c(c1)OC(C(=O)N/N=C\c1ccc[nH]1)CO2 (stereo unspecified),u,u,-14%
CCn1c(SCC(=O)NCc2ccco2)nnc1C1CCCC1,7%,21%,-22%
CC1CCc2cc(F)cc3c(O)c(C(=O)NCCN(C)C)c(=O)n1c23 (stereo unspecified),21µM*,18µM*,-5%

By substructure, the entries above containing an aryl thioether with sulfur outside any ring
Structure,TDP1 cell CPT,TDP1 cell noCPT,GCN5L2 inh
C=CCn1c(SCC(=O)Nc2cc(C)on2)nnc1-c1ccncc1,0%,-1%,x
CC1CCN(C(=O)Cn2c(SCC(=O)Nc3ccc(F)cc3)nc3ccccc32)CC1,u,u,-1%
O=C(CSc1nc2c([nH]c3ccccc32)c(=O)n1-c1ccccc1)NCc1ccc(F)cc1,u,u,-2%
CC1CCCC(C)N1C(=O)COC(=O)CSc1ccc([N+](=O)[O-])cc1 (stereo unspecified),u,u,-11%
O=C(CSc1ccccc1)Nc1ccc(N2CCOCC2)c(F)c1,-19%,-5%,-2%
Cc1ccnc(SCC(=O)c2ccc(Br)cc2)c1C#N,u,21µM*,-2%
CCCn1c(SCC(=O)NCCc2ccc(OC)c(OC)c2)nc2c1c(=O)n(C)c(=O)n2C,-27%,-9%,-6%
Cn1cc(SCC(N)=O)c2ccccc21,-17%,-3%,2%
COc1cccc(N2CC(C(=O)Nc3nnc(SCCN4CCOCC4)s3)CC2=O)c1 (stereo unspecified),-1%,8%,-3%
CCn1c(SCC(=O)NCc2ccco2)nnc1C1CCCC1,7%,21%,-22%
